OX1R antag-1 = human HCRTR1 antagonism. O43613. CHO/OX1R cells, Fluo-8 calcium fluorescence, orexin A. inhibition, % at 5 µM. actives 0.43% (n = 330,000). AID 434989;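 active = inhibition above its plate's threshold, mean inhibition of all tested compounds on the plate plus 3 SD, cut at about 37% in these data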;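 also: 0% = orexin A challenge wells and 100% = SB-334867-A antagonist wells; not every result past the cut was called active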
Target sequence (O43613 whole entry, looked up): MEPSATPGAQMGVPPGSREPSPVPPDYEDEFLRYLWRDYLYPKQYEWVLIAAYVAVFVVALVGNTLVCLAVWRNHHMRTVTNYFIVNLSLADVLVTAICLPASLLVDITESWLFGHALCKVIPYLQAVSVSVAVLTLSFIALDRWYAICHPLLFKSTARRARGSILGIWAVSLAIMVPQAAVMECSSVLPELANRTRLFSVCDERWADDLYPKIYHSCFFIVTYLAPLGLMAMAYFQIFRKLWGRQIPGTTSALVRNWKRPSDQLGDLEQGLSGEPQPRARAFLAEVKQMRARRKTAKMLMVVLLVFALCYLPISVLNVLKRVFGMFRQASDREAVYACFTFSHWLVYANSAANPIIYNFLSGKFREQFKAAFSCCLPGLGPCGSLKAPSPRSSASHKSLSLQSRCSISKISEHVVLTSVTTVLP
STK33 kinase inh = human STK33 kinase inhibition; Q9BYT3; purified STK33, MBP phosphorylation, ADP-Glo luminescence; inhibition, % at 10 µM; actives 0.073% (n = 320,000);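 active = inhibition at or above 25%, using the most active replicate where run in duplicate; inactive = inhibition below 25%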
Target sequence (Q9BYT3 whole entry, looked up): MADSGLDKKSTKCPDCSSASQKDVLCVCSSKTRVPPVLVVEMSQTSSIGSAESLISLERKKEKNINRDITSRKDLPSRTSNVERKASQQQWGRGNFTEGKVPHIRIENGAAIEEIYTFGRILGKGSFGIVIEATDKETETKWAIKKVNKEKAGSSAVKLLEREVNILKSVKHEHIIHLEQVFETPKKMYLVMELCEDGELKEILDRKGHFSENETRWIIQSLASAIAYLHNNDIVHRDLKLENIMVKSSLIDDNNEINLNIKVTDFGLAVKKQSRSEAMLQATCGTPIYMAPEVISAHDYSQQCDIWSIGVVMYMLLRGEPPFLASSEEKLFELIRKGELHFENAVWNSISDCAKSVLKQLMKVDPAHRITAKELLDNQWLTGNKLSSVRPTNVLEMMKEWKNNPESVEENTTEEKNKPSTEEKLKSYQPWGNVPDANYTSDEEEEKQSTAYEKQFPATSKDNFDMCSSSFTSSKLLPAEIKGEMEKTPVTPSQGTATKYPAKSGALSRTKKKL
OX1R antag-2 = blocks the human orexin 1 receptor | O43613 | OX1R-expressing cells, FRET antagonist read-out | inhibition, % at 6.6 µM | actives 1.8% (n = 330,000) | AID 485270; in the data active = inhibition mostly above about 38%, no sharp cut-off; inactive = mostly below about 40%;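 also: 0% = agonist challenge alone and 100% = reference antagonist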
* = called active by the depositor; / = no result given. No enrichment for hits; about 2.2% have a hit in one of these screens.

SMILES	OX1R antag-1	STK33 kinase inh	OX1R antag-2
Cc1cccc(OC(C)C(=O)OCC(=O)Nc2sccc2C(N)=O)c1 (stereo not drawn)	39	0.3	13
O=C(CNC1CCCCC1)Nc1ccc([N+](=O)[O-])cc1C(=O)Nc1ccccc1F	-33	-0.9	3
CCOC(=O)c1cccc(NC(=O)CCS(=O)(=O)c2cccs2)c1	-27	0.3	17
CCn1cc(CN2N=C(C)CC2c2ccccc2)c(C)n1 (stereo not drawn)	-5	-0.7	14
Cc1cc(NC(=O)CSC2=NS(=O)(=O)c3ccccc3N2)no1	-8	0.1	9
CCOC(=O)c1c(NC(=O)CN2CCOCC2)sc2c1CC(C)(C)OC2	-28	-1.2	4
CCCCc1nc2ccccc2n1CC(=O)NN	-4	0.1	14
CCOC(=O)c1nnn(-c2nonc2N)c1-c1ccc(Br)cc1	-9	-1.5	11
NC(=O)[C@@H]1CCOc2c(F)cc([N+](=O)[O-])cc2C(=O)N[C@@H](CO)C(=O)NCC(=O)N1	-23	-0.1	27
COc1cccc2cc(-c3nnc(SCC(=O)NCCc4ccccc4)n3C)oc12	-13	1.2	25
Cc1cc(NC(=O)CN2C(=O)NC(C)(c3ccccc3Cl)C2=O)no1 (stereo not drawn)	-5	-0.8	-2
COc1ccc(-c2cc(-c3ccccc3)nc(Cl)n2)cc1OC	-43	-0.4	-1
COC(=O)c1ccc(OCC(O)CN2CCOCC2)cc1 (stereo not drawn)	-13	-1.1	18
Cc1nc2nc(CSc3nc4ccccc4s3)cc(=O)n2[nH]1	-10	14	10
COc1cccc(C2Oc3ccccc3C3CC(c4cccs4)=NN32)c1 (stereo not drawn)	1	-2.3	6
Cc1oc(-c2ccc(Cl)cc2)cc1C(=O)O	-8	-0.4	6
CC(=O)c1cccc(NC(=O)COc2nsnc2N2CCOCC2)c1	-16	-0.6	12
Cc1ccc(/C=C2/C(=O)ON=C2c2ccccc2)o1	-5	0.6	16
Cc1ccc(SCCC(=O)N(C)CC(=O)Nc2c(C)cccc2C)cc1	-16	-3.8	20
O=P(OCC1CC1)(c1ccccc1)c1ccccc1	-3	0.9	8

Of the compounds above, these contain two or more sulfur atoms:
SMILES	OX1R antag-1	STK33 kinase inh	OX1R antag-2
CCOC(=O)c1cccc(NC(=O)CCS(=O)(=O)c2cccs2)c1	-27	0.3	17
Cc1cc(NC(=O)CSC2=NS(=O)(=O)c3ccccc3N2)no1	-8	0.1	9
Cc1nc2nc(CSc3nc4ccccc4s3)cc(=O)n2[nH]1	-10	14	10

The list continues:
SMILES	OX1R antag-1	STK33 kinase inh	OX1R antag-2
Cc1cc(C)cc(NS(=O)(=O)c2c(C(=O)N3CCOCC3)c(C)n(C)c2C)c1	-33	0.4	-1
COc1cc(OC)c(OC)cc1CNC(=O)c1ccc(COc2ccccc2)cc1	-15	-0.5	29
Cc1c(NC(=O)Nc2ccc(C(C)(C)C)cc2)c(=O)n(-c2ccccc2)n1C	8	-3.2	-2
COc1cccc([C@@H]2CC=C(C(=O)O)[C@H](c3cccc(Cl)c3)N2S(=O)(=O)c2ccc(C)cc2)c1	9	-2.9	69*
COc1ccc(C(=O)N/N=C\c2coc3ccc(Cl)cc3c2=O)cc1	-23	0.8	25
O=C(c1ccc(C(F)(F)F)cc1)N1CCC(=O)N(C(COCc2ccccc2)Cc2ccccc2)CC1 (stereo not drawn)	-40	0.8	11
Cc1ccc(CNn2cnnc2SCc2ccc(F)cc2)cc1	-25	-0.9	7
Cc1ccc(OCCCCCN2CCOCC2)c(Cl)c1	-9	0.0	1
CCc1ccc(N2CC(C(=O)N3CCCCCC3)CC2=O)cc1 (stereo not drawn)	-41	-0.7	9
O=C(c1ccco1)N(CCC(c1ccccc1)c1ccco1)Cc1ccc(F)cc1 (stereo not drawn)	4	-1.8	1
O=C(NCC1(N2CCCCC2)CCCCC1)c1ccc(S(=O)(=O)N2CCCC2)cc1	-31	-2.0	6
CC1CCN(C(=O)COC(=O)c2ccc3c(c2)OCCO3)CC1	-23	2.1	13
COc1ccccc1CNC(=O)COC(=O)c1cccc(S(=O)(=O)N2CCCCC2)c1	-20	0.1	15
Cc1ccc(CCN2CC(C(=O)NCCCN3CCN(C)CC3)CC2=O)cc1 (stereo not drawn)	-12	0.0	6
CCc1ccc(NC(=O)CSc2nc3ccccc3c(=O)n2CCCN2CCC(C)CC2)cc1	-25	-0.7	9
O=C(O)CCn1ccnc1-c1ccccc1	-9	0.3	12
Cc1cc(=O)[nH]c(N/N=C2/CCCC/C2=C\c2ccccc2)n1	-11	0.2	4
CC[C@H](C)Cc1cn([C@@H](CCCCNC(=O)OC(C)(C)C)C(=O)NCCCCCCCCCCC(=O)N2CCN(C(=O)OC(C)(C)C)CC2)nn1	8	0.9	8
CCCCc1ccc(NC(=O)N[C@@H](C)C(=O)O)cc1	6	-1.3	19
O=c1cc(CN2CCN(Cc3ccc(F)cc3)C(CCO)C2)[nH]c2ccccc12 (stereo not drawn)	-16	-0.5	-13
Cc1ccc(N2C(=O)N(CC(=O)Nc3ccc(C)cc3[N+](=O)[O-])C(=O)C2C)cc1 (stereo not drawn)	-39	-0.9	21
NC(=O)c1ccccc1NC(=O)COc1ccc(Cl)cc1	-8	-0.6	1
CN1CCN(C(=O)c2cc3ccccc3[nH]2)CC1	3	0.2	-1
COCCNC(=O)CSc1nc(N)c(NC(=O)c2ccccc2F)c(=O)[nH]1	-15	0.5	-2
COc1ccc(OC)c(-n2c(C)cc(C=O)c2C)c1	-10	-0.9	14
CC(C)(C)C1CCC(OCC(O)CN2CCN(c3ccccc3)CC2)CC1 (stereo not drawn)	-32	-0.7	9
O=C(COC(=O)/C=C/C(=O)OCC(=O)NC12CC3CC(CC(C3)C1)C2)NC12CC3CC(CC(C3)C1)C2	-9	-1.7	3
CC(NC(=O)COC(=O)CCNC(=O)c1ccco1)C12CC3CC(CC(C3)C1)C2 (stereo not drawn)	-18	-1.7	6
CCC(C)N(CCNC(=O)c1ccc(NC2=NC3CS(=O)(=O)CC3S2)cc1)Cc1ccco1 (stereo not drawn)	-16	-0.3	15
CCOc1ccc(NC(=O)C2CCCN(c3nn4c(=O)cc(C)nc4s3)C2)cc1 (stereo not drawn)	-28	-1.0	10
CNc1ccc(/C=C2\COc3ccccc3C2=O)cc1[N+](=O)[O-]	-6	-0.4	19
CCOc1cccc(C(=O)NC(=S)Nc2ccc(N3CCCC3)cc2)c1	-22	1.1	0
Cc1nnc2sc(-c3ccccn3)nn12	-13	-0.9	9
CCCCCC(=O)Nc1ccc(-c2csc(N)n2)cc1	-10	1.3	-10
COC(=O)COc1ccc(/C=N/NS(=O)(=O)c2ccccc2)cc1	-16	/	9
CC1=NN(CCC#N)C(=O)/C1=C/c1ccc(N(C)C)cc1	-14	1.1	12
CCOc1ccc(NC(=O)CN(C)C(=O)c2ccc(OCC3CCCO3)cc2)cc1OCC (stereo not drawn)	-13	-0.3	8
Cc1c(-n2c(SCC(N)=O)nc3ccccc3c2=O)c(=O)n(-c2ccccc2)n1C	-14	-1.3	12
Cc1ccc(NC(=O)CCSc2nc(C)cc(C)n2)cc1	-8	0.1	7
Nc1nnc(SCC(=O)NC2CCCCCC2)s1	-18	-0.1	5

Some of these compounds in order of the OX1R antag-1 value, falling:
SMILES | OX1R antag-1 | STK33 kinase inh | OX1R antag-2
Cc1cccc(OC(C)C(=O)OCC(=O)Nc2sccc2C(N)=O)c1 (stereo not drawn) | 39 | 0.3 | 13
CCCCc1nc2ccccc2n1CC(=O)NN | -4 | 0.1 | 14
Cc1ccc(CNn2cnnc2SCc2ccc(F)cc2)cc1 | -25 | -0.9 | 7

Carrying on.
SMILES	OX1R antag-1	STK33 kinase inh	OX1R antag-2
CC(=O)N1[C@H](C)C=C[C@]1(Cc1ccccc1)C(=O)NCCc1c[nH]c2ccccc12	-22	-0.3	26
O=C(CCn1c(=O)oc2ccccc21)Nc1ccc(N2CCOCC2)cc1	-1	-1.1	6
O=C(Nc1cccc(Cl)c1)N1CCN2C(=O)c3ccccc3C12c1ccccc1 (stereo not drawn)	11	-3.6	58
O=C1c2ccc([N+](=O)[O-])cc2NC(c2ccco2)N1/N=C/c1ccco1 (stereo not drawn)	-6	0.2	32
CC1CCC(C(C)C)C(OC(=O)C[n+]2cccc(C(N)=O)c2)C1 (stereo not drawn)	-15	-0.9	30
O=C(OCc1ccc([N+](=O)[O-])cc1)c1cc([N+](=O)[O-])ccc1N1CCOCC1	-16	/	29
COc1ccccc1CC(=O)N1CCN(S(=O)(=O)c2ccccc2F)CC1	-23	0.2	8
COc1ccc(/C=C(/C#N)C(=O)Nc2cccc([N+](=O)[O-])c2)cc1C(=O)O	-24	-0.4	18
COc1ccc(-c2c3c(=O)n(C)c(=O)n(C)c3cn2-c2ccccc2O)cc1	-19	-2.2	22
CCOc1ccc(CN2CCC(C(=O)N3CCN(c4ccccc4F)CC3)CC2)cc1OC	-19	0.3	12
COC(=O)CNc1nc(C2CC2)nc2c1nnn2Cc1ccccc1Cl	-48	-1.6	13
Cc1ccccc1N1CCN(C2CCCN(C(=O)c3noc4c3CCCC4)C2)CC1 (stereo not drawn)	-38	-1.4	18
O=C(Cc1c[nH]c2ccccc12)NCc1ccc(Cl)cc1Cl	-26	-0.8	20
COc1ccccc1C(=O)C1CCCN(Cc2ccc3c(c2)OCCO3)C1 (stereo not drawn)	-16	-0.6	13
COc1ccc2c(ccc[n+]2CC(=O)c2ccc(C)cc2)c1	-12	-0.3	38
O=C(CNC(=O)c1ccco1)OCN1C(=O)c2ccccc2C1=O	-7	-1.0	28
Cc1ccc(CCNC(=O)C2CCCN(S(=O)(=O)c3c(C)noc3C)C2)cc1 (stereo not drawn)	-22	1.0	15
CSc1ccccc1NC(=O)c1ccoc1C	-19	-1.3	12
CCCc1cc(=O)n2[nH]c(C)cc2n1	5	0.1	11
CC(=O)N[C@H]1C(O)O[C@H](CO)[C@@H](O)[C@@H]1O (stereo partly drawn)	2	-16	6

Entries of single compounds from above.
`COc1ccccc1CC(=O)N1CCN(S(=O)(=O)c2ccccc2F)CC1` as listed: OX1R antag-1: -23; STK33 kinase inh: 0.2; OX1R antag-2: 8
`COc1ccc(-c2c3c(=O)n(C)c(=O)n(C)c3cn2-c2ccccc2O)cc1` as listed: OX1R antag-1: -19; STK33 kinase inh: -2.2; OX1R antag-2: 22

(further entries)
SMILES	OX1R antag-1	STK33 kinase inh	OX1R antag-2
O=C(c1cc(N2C(=O)C3C4CCC(C4)C3C2=O)ccc1Cl)N1CCN(c2ccc(F)cc2)CC1 (stereo not drawn)	-2	/	15
CC(NC(=O)c1cc(COc2cccc(C(F)(F)F)c2)on1)c1nccs1 (stereo not drawn)	-9	-3.8	13
O=C(NC1CCCCC1)c1ccc(S(=O)(=O)c2ccccc2)cc1	-7	-0.4	15
CC(C)[C@H]1COCCS(=O)(=O)N1Cc1ccccc1-c1ccc(F)cc1	17	/	6
COC(=O)c1cc(S(=O)(=O)NCC2CCN(Cc3ccc(Cl)cc3)CC2)cn1C	-9	-2.2	10

3 entries from above, arranged by molecular weight, rising.
SMILES	OX1R antag-1	STK33 kinase inh	OX1R antag-2
CC(=O)N[C@H]1C(O)O[C@H](CO)[C@@H](O)[C@@H]1O (stereo partly drawn)	2	-16	6
COC(=O)c1cc(S(=O)(=O)NCC2CCN(Cc3ccc(Cl)cc3)CC2)cn1C	-9	-2.2	10
O=C(c1cc(N2C(=O)C3C4CCC(C4)C3C2=O)ccc1Cl)N1CCN(c2ccc(F)cc2)CC1 (stereo not drawn)	-2	/	15
